Screening results as filed in PubChem.
S aureus QS inh: S. aureus quorum sensing inhibitors, primary screen, RNAIII-GFP reporter, flow cytometry | 24,000 compounds, 0.3% hits | inhibition, % at 2 µM | S. aureus RN6390 RNAIII-GFP reporter, AIP-induced, flow cytometry 3 h;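 active means share of bacteria positive for the green fluorescent reporter and its mean brightness both inhibited by 50% or more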;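 further: 0% = AIP-stimulated control and 100% = unstimulated bacteria without AIP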
S aureus QS inh GFP MFI %: also measured in S aureus QS inh; calls as there; inhibition, %; measured here: inhibition of GFP MFI
Active calls of the source: *.

Below each compound – S aureus QS inh, S aureus QS inh GFP MFI %
N#CCc1nc2c3c4c(sc3ncn2n1)CCCC4
 : -1, -2
Cc1cc(-c2ccccc2)nc2cc(C(=O)NCCCn3ccnc3)nn12
 : -1, 1
O=S(=O)(Nc1nc2ccccc2nc1NCc1ccco1)c1cccs1
 : 13, 29
CC(=O)c1cccc(NC(=O)c2cc(-c3ccc(F)cc3)on2)c1
 : -3, -2
Cc1cc(-c2nc3ncccc3o2)ccc1NC(=O)CC(C)C
 : -3, -9
CC1CCN(C2CC(=O)N(c3ccc(Br)cc3Br)C2=O)CC1 (stereo not drawn)
 : -6, -7
COc1ccc(N(CC(=O)NCc2ccco2)S(=O)(=O)c2c(C)nn(C)c2C)cc1
 : 13, 19
O=C(CN1C(=O)c2cccc3cccc1c23)N1CCN(c2ccc(F)cc2)CC1
 : -3, -5
CN(CCCNC(=O)C1CCN(S(=O)(=O)N2CCC3(CC2)OCCO3)CC1)Cc1ccccc1
 : -2, -20
COCCn1nnnc1C(c1cc2cc(OC)ccc2[nH]c1=O)N1CCC(Cc2ccccc2)CC1 (stereo not drawn)
 : 34, 42
CCN1CCCC1CNC(=O)C1c2ccccc2C(=O)N(CCOC)C1c1ccc(F)cc1 (stereo not drawn)
 : -2, -16
COc1ccc(CNC(=O)c2cnn3c(C(F)F)cc(C)nc23)cc1OC
 : 2, 11
COc1cc(C(=O)NCc2nnc(SCC(=O)Nc3cccc(C)c3)o2)cc(OC)c1OC
 : 1, -40
CSc1cccc(NC(=O)C2CCN(S(C)(=O)=O)CC2)c1
 : 2, 5
Cc1ccc(NC(=O)C2(N(CC(C)C)C(=O)Cn3nnnc3N)CCCCC2)cc1
 : -2, -22

Below each compound – S aureus QS inh, S aureus QS inh GFP MFI %
CCOC(=O)CSc1nc2sc(C)c(C)c2c(=O)n1C
 : 11, 27
CC1=C(c2ccc(Cl)cc2)[N+](=O)C(C)(C)N1[O-]
 : 0, -1
Cc1ccccc1NC(=O)CN1CCC(NC(=O)Nc2ccccc2)CC1
 : 16, 17
O=C(Cc1cccs1)N(c1ccc(Cl)cc1)C1C=CS(=O)(=O)C1 (stereo not drawn)
 : -1, -30
Cc1ccc(-c2nc3ncccc3o2)cc1NC(=O)c1ccco1
 : 4, 9
COc1ccccc1OCC(=O)Nc1cccc(-c2nc3ccccc3o2)c1
 : 0, -1
Cc1nn(-c2ccccc2)c(C)c1/C=N/O
 : 0, 1
CCCNC(=O)c1cc(-c2ccc(Br)cc2)on1
 : 1, 0
COc1ccc2c(c1)CCc1c(C(=O)N3CCc4ccccc4C3)noc1-2
 : -6, -9
CC(C(=O)Nc1ccc2c(c1)OCCO2)N1CCN(C(=O)c2ccco2)CC1 (stereo not drawn)
 : -3, -20
COCCNC(=O)C(c1cccc(OC)c1)N(Cc1cccs1)C(=O)Cn1nnc2ccccc21 (stereo not drawn)
 : 0, -28
CC(=O)c1cc(-c2ccc(F)cc2)n(CC(=O)NCc2cccs2)c1C
 : 3, 2
COc1ccc(C(=O)NCCn2cc(SCC(=O)Nc3cc(C)on3)c3ccccc32)cc1OC
 : -1, 0
O=C(c1ccc(CSCc2ccccc2F)o1)N1CCN(c2ccc(N3CCOCC3)nn2)CC1
 : 3, 13
Cc1csc2nc(CNC(=O)c3ccco3)cn12
 : -2, -1

Brought forward from above: 2 entries, followed by the next part.
Below each compound – S aureus QS inh, S aureus QS inh GFP MFI %
O=C(c1ccc(CSCc2ccccc2F)o1)N1CCN(c2ccc(N3CCOCC3)nn2)CC1
 : 3, 13
Cc1csc2nc(CNC(=O)c3ccco3)cn12
 : -2, -1
O=C(Cn1ncc2c(=O)oc3ccccc3c21)N(Cc1ccco1)C1CCCCC1
 : 0, 9
CC(C)CN(CC(C)C)c1nc(N)c(C#N)c(CC#N)c1C#N
 : 1, 7
O=C(CCCCn1c(=O)c2ccccc2n(CC(=O)Nc2cccc(F)c2)c1=O)NCc1ccco1
 : 12, 22
CCSc1nc2c(c(=O)[nH]1)C(C(C)C)C(C#N)=C(N)O2 (stereo not drawn)
 : -2, -4
CCOC(=O)N1CCN(c2nc(C)cc(C(F)(F)F)n2)CC1
 : -2, 4
Cc1cc(Nc2ccccc2C(=O)O)nc2nc3ccccc3c(=O)n12
 : 7, 19
CN(c1ccccc1C(N)=O)S(=O)(=O)c1ccccc1
 : -4, -8
Cc1ccc(NC(=O)c2cc(C)on2)cc1
 : 76*, 70*
CCS(=O)(=O)NCC(c1cccnc1)N1CCN(c2ccc(F)cc2)CC1 (stereo not drawn)
 : 1, 4
Cc1cc(C(=O)N2CCOCC2)n(-c2ccccc2)n1
 : -2, 13
COc1cccc(C2C(C(=O)c3cccs3)=C(O)C(=O)N2CCCn2ccnc2)c1OC (stereo not drawn)
 : 0, -10
CC(C)(C)n1ncc2c(=O)n(CC(=O)N3CCc4ccccc43)cnc21
 : 1, 15
CCOc1ccc2[nH]c(=O)c(CN(Cc3nnnn3CCc3ccccc3)CC3CCCO3)cc2c1 (stereo not drawn)
 : -2, -3
CCCN(CCC)CCNC(=O)c1cc2c(=O)n(C)c3ccccc3c2n1C
 : -3, -5
CCOC(=O)NC(=O)CSc1nnc(C)s1
 : 0, 16

Below each compound – S aureus QS inh, S aureus QS inh GFP MFI %
CC(=O)Nc1nc(-c2ccccc2)nc(C)c1C(C)=O
 : 1, -1
CCOC(=O)c1ccc(NS(=O)(=O)c2cccc3nsnc23)cc1
 : -3, -2
O=c1c2cc(N3CCOCC3)ccc2[nH]c(=S)n1CCCN1CCN(c2ccccc2F)CC1
 : -1, -16
Clc1cccc2sc(N3CCCCC3)nc12
 : 5, 13
O=C(CSc1nc2ccccc2c(=O)n1CC1CCCO1)NCC1CCCO1 (stereo not drawn)
 : -4, -11
CCOc1ccccc1-n1nnnc1SCC(=O)Nc1cc2oc3ccccc3c2cc1OC
 : -1, -8
CCCCN(C(=O)c1c(C)[nH]c(C(=O)OCC)c1C)c1ccccc1
 : -3, 2
Cc1cc(C(=O)Nc2ccc(S(=O)(=O)Nc3onc(C)c3C)cc2)cs1
 : -9, -21
Cc1ccc(-n2c(SCC(=O)NCC3CCCO3)nc3c(c2=O)SCC3)cc1 (stereo not drawn)
 : -2, -26
Cc1cccc(-c2cc3nc4c(c(N5CCOCC5)n3n2)CCCC4)c1
 : 8, 25
CCOC(=O)N1CCN(C(=O)CSc2nnc(-c3c[nH]c4ccccc34)n2CCOC)CC1
 : 0, -2
COc1ccccc1N1CCN(C(=O)C2CCN(S(=O)(=O)N3CCOCC3)CC2)CC1
 : 0, -5
CCOC(=O)c1ccc2[nH]c3c(c2c1)CN(C)CC3
 : -1, 2
OCC#CCSc1nnc(-c2ccc(Br)cc2)o1
 : -1, -5
Cc1ccc(CNC(=O)CCNC(=O)Cn2ccc3ccccc3c2=O)o1
 : -12, -18

Below each compound – S aureus QS inh, S aureus QS inh GFP MFI %
COc1ccc(OC)c(NC(=O)C2C3CC4OC(=O)C2C4C3)c1 (stereo not drawn)
 : -6, 0
CN1C(=O)CC(c2ccco2)Sc2ccccc21 (stereo not drawn)
 : -5, -20
CCNC(=O)CC1C(=O)N(c2ccc(F)cc2)C(=O)N1Cc1ccccn1 (stereo not drawn)
 : -1, 15
CC(C)NC(=O)C1CCCN(c2nnc(-n3cccc3)s2)C1 (stereo not drawn)
 : -1, -12
O=C(NCCN1CCN(C(=O)Nc2ccccc2)CC1)Nc1ccccc1
 : -2, -50
O=C(c1ccco1)N1CCN(S(=O)(=O)c2ccc(Oc3ccccc3)cc2)CC1
 : 0, 14
O=C(NCC(c1cccnc1)N1CCOCC1)c1cccc(Cl)c1 (stereo not drawn)
 : -2, -7
Cc1cccc(NC(=O)C2CCN(S(=O)(=O)c3cccc4cccnc34)CC2)n1
 : -1, 3
CCOC(=O)c1c(C)[nH]c(C)c1C(=O)COC(=O)CNC(=O)c1ccc(OCC)cc1
 : 0, 12
CCN(CC)Cc1c(C(=O)OC(C)C)nnn1-c1nonc1N
 : -1, -2
CCOc1ccc(-c2nnc(N(CC)C(=O)C3CCC3)s2)cc1
 : -5, -7
O=C(NCc1ccccc1)c1cc(-c2ccco2)on1
 : -1, -9
Cc1ccccc1N(CC(=O)NCC1CCCO1)C(=O)C1(C)CC(=O)N=C2C=CC=CN21 (stereo not drawn)
 : -1, -1
Cc1ccc(-c2noc(CCC(=O)N3CCCc4ccccc43)n2)cc1
 : 3, 20
O=C1C2CCCCN2C(=O)N1CCN1CCN(c2ccc([N+](=O)[O-])cc2)CC1 (stereo not drawn)
 : 2, 12

Below each compound – S aureus QS inh, S aureus QS inh GFP MFI %
O=C(CCCn1c(=O)c2sccc2n(CC(=O)NCc2ccco2)c1=O)NCc1ccco1
 : 0, 11
CCN(CC)CCOC(=O)c1ccc(NC(=O)COc2cc(=O)n(CC)c3ccccc23)cc1
 : -2, -9
CC(CCc1ccccc1)NCC(O)c1ccc(O)c(C(N)=O)c1 (stereo not drawn)
 : 1, -7
Nc1nc(CN2CCOCC2)cs1
 : -1, 5
COc1cccc(C2=CC(c3cccc(OC)c3OC)n3nnnc3N2)c1 (stereo not drawn)
 : -8, -27
Cc1cccc(C)c1OCc1nnc(SCC(=O)Nc2ccccc2F)o1
 : 2, 10
CC(=O)N1CCc2cc(S(=O)(=O)NCCC(=O)Nc3cc(C)cc(C)c3)ccc21
 : -1, -4
COC(=O)N(C)CCCC1(C)C(=O)N(C)c2ccc(O)cc21 (stereo not drawn)
 : -6, -10
CC1Oc2ccccc2N(CC(=O)N(Cc2ccccc2)Cc2ccccn2)C1=O (stereo not drawn)
 : 0, 5
CCOC(=O)N1CCN(C(=O)C(C)n2nc(C)n3c(cc4sccc43)c2=O)CC1 (stereo not drawn)
 : -2, -22
O=C(O)CC1Oc2ccc(Cl)cc2NC1=O (stereo not drawn)
 : 4, 12
COc1cccc(C2CC(c3cccc(C)c3)n3ncnc3N2)c1 (stereo not drawn)
 : -4, -25
O=C(Cc1c(C(=O)O)[nH]c2ccccc12)NC1CCN(Cc2ccccc2)CC1
 : -4, -20
COc1ccc(CN2CC(C(=O)NCCCN3CCOCC3)CC2=O)cc1 (stereo not drawn)
 : -2, -1
CCOc1ccc(C2=Nn3c(nnc3-c3ccccc3)SC2)cc1Cl
 : 0, 4

Below each compound – S aureus QS inh, S aureus QS inh GFP MFI %
CC(=O)OC1CCC(OC(C)=O)c2c1n([O-])c(C)c(C)[n+]2=O (stereo not drawn)
 : 1, 5
CCOC(=O)N1CCC(NC(=O)C2CCN(C(=O)N3CC(C)Oc4ccc(C)cc43)CC2)CC1 (stereo not drawn)
 : -2, -4
COc1ccc(NC(=O)CN(c2ccc(C)cc2)S(=O)(=O)c2c(C)nn(C)c2C)cc1OC
 : 0, -47
Cc1cccc(-n2c(Cc3cc(=O)[nH]c(=O)[nH]3)nnc2SCC(=O)N2CCCCC2)c1
 : -1, -1
COc1ccc(CNC(=O)CCS(=O)(=O)c2cccc3nonc23)cc1
 : -2, -5
CC(=O)c1c(C)nc(C)nc1NC(=O)Cc1ccccc1
 : 8, 8
CCOc1ccc(NC(=O)c2oc3ccccc3c2NC(=O)C(C)C)cc1
 : -12, -2
C=CCOC(=O)C1=C(C)Nc2ncnn2C1c1cc(Br)ccc1F (stereo not drawn)
 : 4, 11
CC(=O)OC1c2ccccc2C(=O)N1c1ccccc1C (stereo not drawn)
 : -1, 1
CCOC(=O)c1ccccc1NC1c2ccccc2C(=O)N1c1ccc(C)cn1 (stereo not drawn)
 : -3, -10
O=S1(=O)C=C(Sc2nc3cc(Cl)ccc3o2)c2ccccc21
 : 0, -10
Cc1cc(C)c2c(n1)nn1c(C3CC3)cc(C(F)(F)F)nc21
 : -2, -7
Cc1ccc(C(=O)NCCNC(=O)CN2CCOCC2)cc1
 : 1, 1
COc1cccc(-c2nn(C)c3sc(C(=O)NCc4ccc5c(c4)OCO5)cc23)c1
 : 0, 9
CCOC(=O)c1ccc(NC2c3ncccc3C(=O)N2Cc2ccc(F)cc2)cc1 (stereo not drawn)
 : -1, -1

Of the compounds above, 15 contain fluorine.
Below each compound – S aureus QS inh, S aureus QS inh GFP MFI %
CC(=O)c1cccc(NC(=O)c2cc(-c3ccc(F)cc3)on2)c1
 : -3, -2
O=C(CN1C(=O)c2cccc3cccc1c23)N1CCN(c2ccc(F)cc2)CC1
 : -3, -5
CCN1CCCC1CNC(=O)C1c2ccccc2C(=O)N(CCOC)C1c1ccc(F)cc1 (stereo not drawn)
 : -2, -16
COc1ccc(CNC(=O)c2cnn3c(C(F)F)cc(C)nc23)cc1OC
 : 2, 11
CC(=O)c1cc(-c2ccc(F)cc2)n(CC(=O)NCc2cccs2)c1C
 : 3, 2
O=C(c1ccc(CSCc2ccccc2F)o1)N1CCN(c2ccc(N3CCOCC3)nn2)CC1
 : 3, 13
O=C(CCCCn1c(=O)c2ccccc2n(CC(=O)Nc2cccc(F)c2)c1=O)NCc1ccco1
 : 12, 22
CCOC(=O)N1CCN(c2nc(C)cc(C(F)(F)F)n2)CC1
 : -2, 4
CCS(=O)(=O)NCC(c1cccnc1)N1CCN(c2ccc(F)cc2)CC1 (stereo not drawn)
 : 1, 4
O=c1c2cc(N3CCOCC3)ccc2[nH]c(=S)n1CCCN1CCN(c2ccccc2F)CC1
 : -1, -16
CCNC(=O)CC1C(=O)N(c2ccc(F)cc2)C(=O)N1Cc1ccccn1 (stereo not drawn)
 : -1, 15
Cc1cccc(C)c1OCc1nnc(SCC(=O)Nc2ccccc2F)o1
 : 2, 10
C=CCOC(=O)C1=C(C)Nc2ncnn2C1c1cc(Br)ccc1F (stereo not drawn)
 : 4, 11
Cc1cc(C)c2c(n1)nn1c(C3CC3)cc(C(F)(F)F)nc21
 : -2, -7
CCOC(=O)c1ccc(NC2c3ncccc3C(=O)N2Cc2ccc(F)cc2)cc1 (stereo not drawn)
 : -1, -1

An excerpt; count on the stated rates, not on these rows.
